CaV13 ICDI inh – Disruptors of the CACNA1D IQ motif to Ca2+-dependent inactivation inhibitor domain association, primary screening, Förster resonance energy transfer in intact living …; HEK cells, CFP/YFP FRET ICDI-IQ, plate reader, 10 min; percent FRET-ratio fall versus neutral wells; inhibition, % at 12.3 µM; actives 0.098% (n = 340,000); AID 743397;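 active = mean replicate inhibition of at least 30% and at least 1% of replicates passing that level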;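 also: 0% = median of the neutral control wells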
NR2E3 ag-1 – NR2E3 agonists in two-hybrid cells, primary screen, cell-based, luminescence, CHO-S, Gal4-NCOR/VP16-NR2E3. actives 0.35% (n = 360,000). AID 602229, 2012. Photoreceptor-specific nuclear receptor (Homo sapiens), Q9Y5X4. luciferase. inhibition of corepressor binding, % at 3.98 µM;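 active = inhibition above the mean of all tested compounds plus 3 SD, cut at about 70% in these data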;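 also: 0% = DMSO with NR2E3 transfected cells and 100% = cells lacking NR2E3 construct; higher means lower luciferase signal from less NR2E3 corepressor binding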
Target sequence (Q9Y5X4 whole entry, looked up, the tested form may be a part): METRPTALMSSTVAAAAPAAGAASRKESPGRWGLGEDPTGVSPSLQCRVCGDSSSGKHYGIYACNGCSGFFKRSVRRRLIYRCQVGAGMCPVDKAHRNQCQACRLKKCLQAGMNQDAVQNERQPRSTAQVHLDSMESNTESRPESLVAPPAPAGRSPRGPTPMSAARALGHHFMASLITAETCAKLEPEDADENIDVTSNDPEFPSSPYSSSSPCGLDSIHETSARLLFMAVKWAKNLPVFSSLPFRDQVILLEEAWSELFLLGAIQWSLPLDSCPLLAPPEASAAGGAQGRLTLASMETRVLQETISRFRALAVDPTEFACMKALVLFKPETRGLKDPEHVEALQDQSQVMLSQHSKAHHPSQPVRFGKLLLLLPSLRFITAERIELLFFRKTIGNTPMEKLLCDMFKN
PDI inh – inhibitors of human PDI, primary screen, biochemical, turbidity, single point, plate reader | Protein disulfide-isomerase (Homo sapiens), P07237 | actives 0.052% (n = 350,000) | inhibition, % at 10 µM | PDI insulin aggregation turbidity, A650, 90 min;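 active = mean inhibition across replicates of 30% or more, whatever share of single replicates reach that level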;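 also: absorbance from insulin aggregation driven by PDI reduction with DTT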
Target sequence (P07237 whole entry, looked up): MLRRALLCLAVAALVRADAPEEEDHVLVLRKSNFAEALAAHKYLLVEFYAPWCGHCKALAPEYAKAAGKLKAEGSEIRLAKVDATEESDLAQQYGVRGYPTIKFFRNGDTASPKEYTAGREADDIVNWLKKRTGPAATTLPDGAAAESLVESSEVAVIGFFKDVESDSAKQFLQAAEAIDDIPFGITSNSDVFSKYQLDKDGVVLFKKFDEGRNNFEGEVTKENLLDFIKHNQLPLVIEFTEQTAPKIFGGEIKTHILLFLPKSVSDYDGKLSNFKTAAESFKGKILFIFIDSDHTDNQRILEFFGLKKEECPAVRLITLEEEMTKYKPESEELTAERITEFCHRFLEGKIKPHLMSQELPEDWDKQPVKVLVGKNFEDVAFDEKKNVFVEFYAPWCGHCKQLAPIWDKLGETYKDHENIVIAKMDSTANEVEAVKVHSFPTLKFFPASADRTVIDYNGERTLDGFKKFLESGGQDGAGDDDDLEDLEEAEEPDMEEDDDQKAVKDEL
KKLEB cytotox – cytotoxicity in KKLEB CF airway cells, primary screen, cytotoxicity control for CF NF-kB inhibitor project, cell-based, uHTS, fluorescence assay plates. actives 0.36% (n = 360,000). KKLEB CF airway cells viability, ATPlite luminescence, overnight; hits give low values; cells stimulated with P. aeruginosa culture filtrate. activity change (cytotoxicity), % at 5 µM;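 active = corrected activity change at or below -50% at 5 µM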
TRPM1 prom inh – inhibitors of MITF-dependent TRPM1 promoter reporter, primary screen, cell-based, SK-MEL-5, single point, luciferase; actives 0.83% (n = 330,000); inhibition, % at 12.5 µM; SK-MEL-5 TRPM1 promoter luciferase, 24 h;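 active = mean inhibition across replicates of 60% or more, whatever share of single replicates reaches that level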; also: values of inactives mirror those of a sister screen read the other way
Peg3 prom inh – Peg3 promoter-driven luciferase inhibitors, primary screen, cell-based, HeLa, luciferase luminescence | inhibition, % at 20 µM | HeLa PEG-Prom luciferase reporter, overnight | actives 1.7% (n = 360,000) | AID 588405, 2011;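 active = inhibition of at least 50% at 20 µM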
HIF-2a inh – HIF-2a reporter inhibitors, primary screen, luminescence, 786-0 RCC cells; 786-0 RCC cells HIF-2a reporter, luciferase luminescence, overnight; inhibition, % at 18.8 µM; actives 0.72% (n = 360,000);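 active = inhibition of the luminescence signal of 40% or more relative to plate controls, in a single-dose primary screen at 18.75 µM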
Shn3 3UTR inh – reduction of Shn3 3'UTR firefly luciferase signal, primary screen, Schnurri-3 inhibitor project, cell-based, Clone20 osteoblasts, set 2. Clone20 osteoblast Shn3 3'UTR firefly luciferase, 24 h. inhibition, % at 12.5 µM. actives 0.52% (n = 360,000);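 active = mean inhibition of at least 75% with every replicate also reaching 75%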;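 also: 0% = median of neutral control wells and 100% = pilot-screen positive control compound; some compounds past the cut are filed as inactive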
CF NFkB inh – inhibitors of PAF-induced NF-kB signaling, primary screen, cell-based, GFP fluorescence, uHTS; KKLEB NF-kB-GFP reporter, GFP fluorescence overnight; inhibition, % at 5 µM; actives 0.86% (n = 360,000); AID 588850, 2011;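 active = at least 50% inhibition at 5 µM, scaled per plate between neutral and stimulator controls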;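 also: PAF is a Pseudomonas aeruginosa culture filtrate used as stimulus; plate controls were PAF-stimulated DMSO wells for no effect and unstimulated DMSO wells for full effect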
NR2E3 ag-2 – inhibitors of NR2E3-RetCOR corepressor binding, primary screen, NR2E3 agonist project, biochemical, TR-FRET, GST-NR2E3, biotin-RetCOR; Photoreceptor-specific nuclear receptor (Homo sapiens), Q9Y5X4; 1536-well; inhibition of corepressor binding, % at 4.78 µM; actives 0.12% (n = 320,000); AID 2300, 2010;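 active = percent inhibition above the cutoff of mean plus 3 SD of all tested compounds, set per screening campaign, cut at about 20% in these data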;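 also: 0% = DMSO wells and 100% = biotin wells as full block of FRET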
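Assay system: NR2E3–RetCOR corepressor complex. Quantity: 1.35 nM GST-NR2E3. Buffer or medium: pH 7.5 Tris-based buffer. Reagent: biotinylated RetCOR corepressor at 7 nM final. Schedule: 5 h at 4 °C. Detection: TR-FRET, emission read at 617 and 671 nm. Replicates: one well per compound, singlicate testing.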
Vif imaging – HIV Vif self-association inhibitors, primary screen, imaging, HEK293T, single point | HEK293T cells, Vif self-association by quenched fluorescence, 24 h | inhibition, % at 7.49 µM | actives 0.35% (n = 340,000) | AID 602346, 2012; in the data active = inhibition above about 50%, passing the limit was not always enough; also: some results filed as inactive read as strong as hits
* = called active by the depositor; x = no result given.

Codes: A = CaV13 ICDI inh; B = NR2E3 ag-1; C = PDI inh; D = KKLEB cytotox; E = TRPM1 prom inh; F = Peg3 prom inh; G = HIF-2a inh; H = Shn3 3UTR inh; I = CF NFkB inh; J = NR2E3 ag-2; K = Vif imaging
> OCC1(Cc2cccc(Cl)c2)CCCN(Cc2cn[nH]c2C2CCCCC2)C1 (configuration not stated)
  A = -5	B = 12	C = 4	D = -2	E = -9	F = 3	G = 5	H = -12	I = -3	J = -1	K = 1

> N/C(=N/S(=O)(=O)c1ccccc1)c1cccc([N+](=O)[O-])c1
  A = -6	B = 4	C = 11	D = 12	E = 4	F = 12	G = 6	H = 2	I = -6	J = 0	K = -12

> CSc1nnc(Cn2c(=O)sc3ccccc32)n1C
  A = -3	B = -16	C = x	D = 2	E = -5	F = 7	G = 2	H = -9	I = 5	J = 2	K = 19

> O=C(CN1C(=O)c2ccccc2C1=O)NCC1COc2ccccc2O1 (configuration not stated)
  A = x	B = -11	C = -9	D = -3	E = 1	F = 12	G = 16	H = -6	I = 12	J = 0	K = -1

> CCOC(=O)Cc1csc(NS(=O)(=O)c2ccc3ccccc3c2)n1
  A = -3	B = 3	C = 8	D = -6	E = 9	F = 4	G = 28	H = -3	I = 18	J = 0	K = -10

> Cc1ccc(S(=O)(=O)N2CCC(C(=O)N[C@H](C(=O)NCc3ccco3)C(C)C)CC2)cc1
  A = -5	B = -15	C = 1	D = 9	E = -1	F = -6	G = -1	H = -18	I = 7	J = -1	K = -17

> CC(C)Cn1nnc2c(=O)oc3ccccc3c21
  A = -6	B = -4	C = -4	D = -4	E = 1	F = 26	G = 12	H = -18	I = 8	J = 4	K = 1

> CCNc1nc(N)c(C(=O)C23CC4CC(CC(C4)C2)C3)s1
  A = -4	B = -28	C = -4	D = -11	E = 0	F = 10	G = 23	H = 10	I = 14	J = 0	K = 2

> CCn1nnnc1SCC(=O)c1cc(Cl)ccc1OC
  A = -3	B = 9	C = -8	D = -4	E = -1	F = -1	G = -31	H = -20	I = -6	J = 4	K = 1

> CCNC(=O)C1(C)CCN(C(=O)c2cc(F)cc(F)c2)C1 (configuration not stated)
  A = -6	B = -17	C = -11	D = -4	E = x	F = 6	G = 9	H = -2	I = 23	J = x	K = -4

> CCc1cc(=O)oc2cc(OCC(=O)NCCCN3CCCC3=O)c(Cl)cc12
  A = -3	B = -32	C = -12	D = -6	E = 4	F = 3	G = -7	H = 6	I = -18	J = -4	K = -4

> Cc1cc(C)cc(N(CCC#N)C(=O)COC(=O)c2ccc(OCc3c(C)noc3C)cc2)c1
  A = -7	B = -19	C = 3	D = -5	E = 0	F = 10	G = -1	H = 22	I = 6	J = -3	K = -7

> COC(=O)c1ccc(NC(=O)CCN2C(=O)CSC2=O)cc1
  A = -6	B = -7	C = -2	D = -11	E = -12	F = -7	G = -29	H = 5	I = -2	J = -2	K = 5

> NC(=O)CCN1CCN(S(=O)(=O)/C=C/c2ccccc2)CC1
  A = -5	B = 17	C = -3	D = -10	E = 4	F = 4	G = 8	H = 10	I = 32	J = 3	K = -4

> S=c1[nH]nc(NC2CCCCC2)s1
  A = -6	B = -22	C = -3	D = -15	E = x	F = -38	G = -58	H = -7	I = -2	J = x	K = 4

> COCCNC(=S)N/N=C(\C)CCc1ccc2c(c1)OCO2
  A = -7	B = -34	C = -3	D = -2	E = -2	F = 16	G = 9	H = -7	I = -6	J = 1	K = 9

> COCCNC(=O)C(c1ccc(C)o1)N(Cc1ccco1)C(=O)c1snc(C(N)=O)c1N (configuration not stated)
  A = 0	B = 6	C = -8	D = -19	E = 5	F = 21	G = 7	H = 6	I = 6	J = 2	K = 18

> CC[C@@]1(C(=O)OC)N[C@H](CN(C)C(C)=O)[C@@H]2C(=O)N(C)C(=O)[C@@H]21
  A = -7	B = 10	C = -1	D = 7	E = -2	F = 9	G = -2	H = -2	I = -5	J = x	K = -5

> CCCNS(=O)(=O)c1ccc(OCC(=O)NCC2CCCO2)cc1 (configuration not stated)
  A = -2	B = -52	C = -5	D = 19	E = -3	F = 2	G = 17	H = 2	I = -1	J = 5	K = 10

> Cc1noc(C)c1COC(=O)COc1ccc(-c2ccccc2)cc1
  A = -1	B = 8	C = 0	D = -16	E = -13	F = -2	G = -14	H = 14	I = 8	J = 0	K = x

> CCOC(=O)C1CCN(C(=O)C2CCN(c3ncnc4c3nc3n4CCCCC3)CC2)CC1
  A = -2	B = 6	C = -14	D = 13	E = -2	F = -3	G = 10	H = -11	I = -12	J = 1	K = -8

> CC(c1ccccc1F)n1cc(C(=O)NCCCn2ccnc2)nn1 (configuration not stated)
  A = x	B = 25	C = 5	D = 5	E = 7	F = 25	G = 23	H = 6	I = -12	J = 2	K = 11

> CCc1nnc(NC(=O)C23CC4CC(CC(C4)C2)C3)s1
  A = -2	B = -63	C = 7	D = -1	E = -64	F = -235	G = -182	H = -68	I = 11	J = 0	K = 6

> CC(=O)Nc1ccc(-c2ccnc3c2CC(C(=O)Nc2cccc(OC(F)(F)F)c2)O3)cc1 (configuration not stated)
  A = -10	B = 9	C = 4	D = -20	E = x	F = 22	G = 13	H = 21	I = 18	J = x	K = -5

> COc1ccccc1-c1ccc(SCC(=O)NC2CCCC2)nn1
  A = -1	B = -18	C = -17	D = -9	E = -13	F = 7	G = -4	H = 7	I = 15	J = -1	K = -3

> CCCCC(=O)Nc1cccc(-c2cn3ccsc3n2)c1
  A = x	B = -89	C = -8	D = -5	E = -26	F = -114	G = -122	H = -41	I = 1	J = 0	K = -10

> Cn1cccc1/C=C1\SC(=O)N(CC(=O)Nc2ccc(Cl)cc2)C1=O
  A = -8	B = -30	C = -6	D = 9	E = -9	F = 2	G = -6	H = 4	I = -14	J = -1	K = 0

> COc1ccc(OC)c(NC(=O)CSc2nc3cccnc3n2C)c1
  A = -5	B = 4	C = -11	D = -2	E = 14	F = 23	G = 12	H = 20	I = 6	J = 4	K = -3

> CCOc1cc(C2Nc3cccc4cccc(c34)N2)ccc1O
  A = x	B = -26	C = -1	D = 3	E = 11	F = -6	G = 3	H = 6	I = -8	J = -1	K = 23

> COc1ccccc1C(=O)NC(=S)N1CCc2ccccc21
  A = 6	B = -3	C = -3	D = -1	E = 20	F = -16	G = -47	H = -2	I = -16	J = -5	K = -5

Retrieved one by one from above, 3 records:
Codes: A = CaV13 ICDI inh; B = NR2E3 ag-1; C = PDI inh; D = KKLEB cytotox; E = TRPM1 prom inh; F = Peg3 prom inh; G = HIF-2a inh; H = Shn3 3UTR inh; I = CF NFkB inh; J = NR2E3 ag-2; K = Vif imaging
> CCNC(=O)C1(C)CCN(C(=O)c2cc(F)cc(F)c2)C1 (configuration not stated)
  A = -6	B = -17	C = -11	D = -4	E = x	F = 6	G = 9	H = -2	I = 23	J = x	K = -4

> Cn1cccc1/C=C1\SC(=O)N(CC(=O)Nc2ccc(Cl)cc2)C1=O
  A = -8	B = -30	C = -6	D = 9	E = -9	F = 2	G = -6	H = 4	I = -14	J = -1	K = 0

> Cc1ccc(S(=O)(=O)N2CCC(C(=O)N[C@H](C(=O)NCc3ccco3)C(C)C)CC2)cc1
  A = -5	B = -15	C = 1	D = 9	E = -1	F = -6	G = -1	H = -18	I = 7	J = -1	K = -17

New compounds follow:
Codes: A = CaV13 ICDI inh; B = NR2E3 ag-1; C = PDI inh; D = KKLEB cytotox; E = TRPM1 prom inh; F = Peg3 prom inh; G = HIF-2a inh; H = Shn3 3UTR inh; I = CF NFkB inh; J = NR2E3 ag-2; K = Vif imaging
> COc1ccc2c(c1OC)C(=O)N1C2SC[C@H]1C(=O)NC1CCCC1 (some centres not stated)
  A = -4	B = -15	C = -4	D = -5	E = 3	F = 5	G = 10	H = 23	I = 13	J = 0	K = 5

> CC(c1ccccc1)C1C(C#N)=C(N)OC2=C1C(=O)CC(C)(C)C2 (configuration not stated)
  A = -6	B = 0	C = 0	D = -2	E = 11	F = 4	G = 18	H = -18	I = 22	J = -1	K = -14

> COc1ccc2c(c1)C(C)CC(C)(C)N2C(=O)CSc1nc2ccccc2s1 (configuration not stated)
  A = -3	B = -32	C = 0	D = 3	E = 6	F = 36	G = 9	H = 20	I = 1	J = 2	K = 17

> Cc1ccc(-n2c(SCC(=O)NCc3ccco3)nnc2-c2cccnc2)c(C)c1
  A = -4	B = -14	C = -5	D = -7	E = -1	F = -11	G = 22	H = 5	I = 10	J = 0	K = 5

> O=C(CSc1ncnc2sc3c(c12)CCCC3)c1ccccc1
  A = -5	B = 10	C = 12	D = 2	E = -38	F = -128	G = -140	H = -11	I = 4	J = 0	K = -3

> O=C(COc1c(Br)cc(Br)cc1Br)N/N=C/c1ccco1
  A = x	B = -13	C = -3	D = -13	E = -8	F = 4	G = 7	H = -7	I = -6	J = x	K = -16

> CN(CCC1CCOCC1)C(=O)C1CCC(=O)N(CCc2ccccc2)C1 (configuration not stated)
  A = -5	B = -15	C = 0	D = 6	E = 2	F = 9	G = 5	H = -4	I = -3	J = 0	K = 7

> COc1cc(C)ccc1OCC(=O)NC1CCCCCC1
  A = -2	B = -68	C = 2	D = -17	E = -83	F = -285	G = -270	H = -88	I = 32	J = 0	K = 1

> Cn1c(=O)n(C)c2cc(/C=N/n3cnnc3)ccc21
  A = -5	B = -17	C = -1	D = -14	E = 7	F = 4	G = 12	H = 19	I = 1	J = 1	K = 1

> Clc1ccc(-n2nnc(-c3nccs3)n2)cc1Cl
  A = -4	B = -71	C = 7	D = -2	E = -44	F = -201	G = -203	H = -59	I = -30	J = 0	K = 3

> CCCCn1nc2cc(C(=O)NCc3ccc(C(F)(F)F)cc3C(F)(F)F)ccc2c1OCC
  A = -13	B = 5	C = 11	D = 0	E = -4	F = -9	G = -11	H = 11	I = -51	J = 0	K = 4

Assay outcomes from PubChem BioAssay.
